NFkB transloc inh: blocks IL-1B driven NFkB nuclear translocation in HUVEC cells | 94,000 tested, 0.43% active | HUVEC IL-1B NFkB p65 nuclear translocation imaging | AID 796 | inhibition, % at 2 µM;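 active = inhibition above about 30% together with a positive call from visual inspection of the well image, limit read from the data; inconclusive = inhibition above a set limit but visual check negative; inactive = inhibition not above a set limit, visual check negative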;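 note: nuclear over cytoplasmic p65 intensity ratio measured by imaging; 0% = IL-1B stimulated DMSO wells and 100% = unstimulated DMSO wells; values of inactives mirror those of a sister screen read the other way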
Bcl-B TR3 displacers: displacers of TR3 peptide from Bcl-B, primary screen, selectivity assay for Bfl-1 inhibitor project, biochemical, fluorescence polarization | 96,000 tested, 0.11% active | one-dose displacement, % at 20 µM; IC50 in µM for titrated hits | FP displacement of FITC-TR3 peptide from Bcl-B; higher % means a stronger effect;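 active = displacement above 50% at 20 µM plus a fluorescence interference ratio under 1.5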;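 note: plate controls were wells without compound for no effect and wells lacking Bcl-B protein for full effect; a part of the inactive calls stands beside numbers as strong as those of hits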
IL1B NFkB pot: enhances IL-1B driven NFkB nuclear translocation | AID 819 | HUVEC IL-1B NFkB p65 nuclear translocation imaging | activation, % at 2 µM | 94,000 tested, 0.3% active;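 active = activation above 40%, about the mean plus 3 SD, also judged a hit on visual image review; inconclusive = activation above 40% but not a hit on visual review; inactive = activation not above 40% and no visual hit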;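 note: percent activation is computed from the nuclear over cytoplasmic p65 intensity ratio; values of inactives mirror those of a sister screen read the other way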
MRP reversal: MRP-mediated drug resistance reversal; H69AR cells + 2 uM doxorubicin, CellTiter-Glo, 72 h; differential viability (reversal), % at 10 µM; 85,000 tested, 0.04% active; AID 602;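 active = viability drop by adding the cancer drug above about 55%, with treated viability meeting a 40% cutoff, limit read from the data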;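 note: viability without doxorubicin minus viability with 2 µM doxorubicin for each compound; larger differential means the compound sensitizes cells more to doxorubicin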
PLAP inhibition: inhibition of human placental alkaline phosphatase – biochemical, luminescence, HTS (AID 690) | purified PLAP, luminescent substrate; higher % means a stronger effect | inhibition, % at 20 µM, or IC50 in µM where a hit was titrated | 96,000 tested, 0.08% active; in the data active = a potency from the dose series; inactive = the rest, 99 in 100 with inhibition below about 30%; note: strong numbers were not always called active
MRP reversal cytotoxicity: also measured in MRP reversal; calls as there; viability, %; H69AR cells, CellTiter-Glo, 72 h; measured here: cytotoxicity without doxorubicin
MRP reversal with doxorubicin: also measured in MRP reversal; calls as there; viability, %; measured here: viability with 2 uM doxorubicin; active compounds read low
NFkB transloc inh cell count 2 µM: also measured in NFkB transloc inh; calls as there; cell count; measured here: cells passing quality filter;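 raw number of nuclei counted in each imaged well without normalization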
IL1B NFkB pot cell count 2 µM: recorded beside IL1B NFkB pot, whose call it bears; cell count; measured here: cells passing quality filter
An asterisk follows results filed as active; ? = inconclusive; . = no result given. Some of the compounds tested; rates above refer to the full screens.

SMILES	NFkB transloc inh	NFkB transloc inh cell count 2 µM	Bcl-B TR3 displacers	IL1B NFkB pot	IL1B NFkB pot cell count 2 µM	MRP reversal	MRP reversal cytotoxicity	MRP reversal with doxorubicin	PLAP inhibition
O=S(=O)(Nc1cc(Cl)ccn1)c1ccc(Cl)cc1	-12.6	116	-4.7%	12.6	116	-4.4	94.8	99.3	-12.1%
OC(CN1C2=NCCN2c2ccccc21)c1ccccc1 (stereo not drawn)	-7.2	80	-5.1%	7.2	80	-2.8	90.8	93.6	24.3%
c1ccc(C(Cc2nc(-c3ccncc3)no2)c2ccccc2)cc1	2.6	94	-14.6%	-2.6	94	13.3	88.0	74.7	19.2%
O=C(CN1CC(=O)Oc2ccccc21)NCc1ccco1	11.1	181	-21.3%	-11.1	181	-10.8	73.5	84.3	-49.7%
Cc1nnc(OCC(=O)NCCC2=CCCCC2)c2ccccc12	25.3	49	-0.9%	-25.3	49	-0.6	100.5	101.1	17.9%
Cc1[nH]c2ccccc2c1C(=O)CSc1nc2ccccc2[nH]1	4.5	159	-4.2%	-4.5	159	.	.	.	-1.5%
Cc1ccc(C(C#N)c2ccc3c(C(F)(F)F)cc(C(F)(F)F)nc3n2)cc1 (stereo not drawn)	-2.2	158	5.9%	2.2	158	-2.8	23.9	26.7	12.7%
CCN(CC)S(=O)(=O)c1cc(C(=O)OCC(=O)c2ccc3c(c2)NC(=O)CO3)ccc1F	.	.	-3.7%	.	.	5.6	81.8	76.2	3.1%
CCOC(=O)Nc1cc2c(cc1C(C)=O)OCO2	6.6	134	-5.5%	-6.6	134	15.5	116.4	100.9	-6.4%
O=C(NNC(=O)c1ccc(SCC2CCCO2)c([N+](=O)[O-])c1)c1ccc(Cl)c([N+](=O)[O-])c1 (stereo not drawn)	.	.	8.7%	.	.	-25.9	6.1	32.1	-142.0%
C=CCSc1nc(NC)c2sccc2n1	-0.9	131	-0.9%	0.9	131	.	.	.	1.9%
O=Nc1c(O)n(Cc2ccc(Cl)cc2Cl)c2ccccc12	0.5	173	6.3%	-0.5	173	.	.	.	-1.7%
FC(F)(F)c1ccccc1NC(=S)NN1CCOCC1	-5.0	104	5.7%	5.0	104	-10.1	76.2	86.2	21.4%
CCNC(=O)c1ccc(-n2nc(C)cc2-c2ccccc2)cc1	-11.5	129	0.0%	11.5	129	.	.	.	-36.6%
COc1ccc(C(=O)/C=C/N2CCCCC2)cc1OC	.	.	2.0%	.	.	3.3	73.6	70.3	-5.8%
C/C=C/Cn1c(Br)nc2c1c(=O)n(C)c(=O)n2C	-37.6	97	-1.5%	37.6	97	.	.	.	-21.0%
O=C(O)C1CC(=O)N(c2ccc(OCc3ccccc3)cc2)C1 (stereo not drawn)	-0.8	144	-6.6%	0.8	144	-5.7	101.5	107.3	-9.4%
COc1cc(C(O)P(=O)(OC2CCCCC2)c2ccc(N(C)C)cc2)cc(OC)c1OC (stereo not drawn)	-2.6	123	1.6%	2.6	123	.	.	.	-53.0%
Cc1ccccc1-c1nc(CN2CCC(C(=O)NCc3ccco3)CC2)c(C)o1	0.8	156	-19.9%	-0.8	156	-1.1	87.2	88.3	-33.7%
COCCn1nnnc1C(CC(C)C)N1CCN(c2ccccc2)CC1 (stereo not drawn)	-5.5	89	.	5.5	89	15.8	100.6	84.8	.
CC(C)(C)NCC(O)COc1ccccc1C(C)(C)C (stereo not drawn)	.	.	-4.4%	.	.	2.5	83.2	80.7	19.8%
N#C/C(=C\c1ccc(F)cc1)c1n[nH]c(Cn2cncn2)n1	-24.0	197	-13.2%	24.0	197	-21.7	64.6	86.3	-25.5%
CC(C)C(=O)NC(C)C(c1cccs1)N1CCOCC1 (stereo not drawn)	8.1	159	1.3%	-8.1	159	-7.9	97.5	105.3	-16.5%
O=C(O)C1CC=CCC1C(=O)N1CCCC1 (stereo not drawn)	2.4	170	-4.4%	-2.4	170	-14.5	91.7	106.2	6.0%
COC(=O)C1C(=O)C2=C(CC1C)NC(C)=C(C(=O)OC(C)C)C2c1ccc(OC)c(O)c1 (stereo not drawn)	-7.0	113	4.3%	7.0	113	-20.0	88.7	108.7	-26.4%

New compounds follow.
SMILES	NFkB transloc inh	NFkB transloc inh cell count 2 µM	Bcl-B TR3 displacers	IL1B NFkB pot	IL1B NFkB pot cell count 2 µM	MRP reversal	MRP reversal cytotoxicity	MRP reversal with doxorubicin	PLAP inhibition
COc1ccc(CCNC(=O)CCN2C(=O)C(C)Oc3ccc(C)cc32)cc1OC (stereo not drawn)	-11.4	190	-5.5%	11.4	190	-3.1	77.7	80.8	-33.5%
Cc1cccc(NC(=O)Cn2nnc(C(=O)NCc3cccs3)c2N)c1C	2.0	117	-10.8%	-2.0	117	.	.	.	-3.4%
COCCn1nnnc1C(C(C)C)N(Cc1cccnc1)Cc1ccccc1Cl (stereo not drawn)	2.0	169	3.4%	-1.9	169	17.5	79.2	61.6	-69.6%
CCn1c(SCC(=O)Nc2nc(-c3ccccc3)cs2)nnc1-c1ccccc1O	1.3	120	-9.7%	-1.3	120	16.6	104.1	87.5	-52.6%
COc1cc(OC)cc(-c2nc3ccccc3c(=O)o2)c1	9.5	98	.	-9.5	98	0.5	71.4	70.9	.
COc1cccc(C2NC(=O)c3ccccc3O2)c1OC (stereo not drawn)	3.4	113	2.2%	-3.4	113	-7.8	99.2	107.0	1.5%
CCn1c2ccccc2c2cc(N)ccc21	-6.9	181	-2.1%	6.9	181	-2.9	77.3	80.1	16.0%
CCn1c(Cc2ccccc2)nnc1SCC(=O)Nc1ccc(S(N)(=O)=O)cc1	-6.4	173	-0.4%	6.4	173	5.7	76.2	70.5	-18.0%
CCN(C(=O)c1ccco1)c1nc(CC(=O)Nc2ccc(Cl)cc2)cs1	-10.4	160	-10.4%	10.4	160	8.8	83.3	74.5	14.6%
O=C(NC(NC1CCS(=O)(=O)C1)C(=O)c1ccccc1)c1ccc(Cl)cc1 (stereo not drawn)	-0.6	93	1.8%	0.6	93	8.4	101.5	93.1	-29.9%
S=C(c1ccc2c(c1)OCO2)N1CCCC1	-11.7	93	11.0%	11.7	93	-15.9	75.9	91.8	15.6%
O=C1C2C3C=CC(CO)(O3)C2C(=O)N1c1ccccc1-c1ccccc1 (stereo not drawn)	.	.	-3.1%	.	.	-5.7	3.9	9.6	-10.9%
Cc1ccc(S(=O)(=O)N(CC(=O)N2CCc3ccccc3C2)c2cccc(Cl)c2)cc1	6.4	169	-54.7%	-6.4	169	.	.	.	.
COc1ccc(C2C(C(=O)N3CCN(c4ccccn4)CC3)CC(=O)N2c2ccc(OC)cc2)cc1 (stereo not drawn)	-11.5	129	.	11.5	129	11.2	63.0	51.8	.
O=C(c1ccccc1C(=O)N1CCN(c2ccccc2F)CC1)N1CCN(c2ccccc2F)CC1	.	.	-0.9%	.	.	-2.4	96.8	99.3	-45.6%
COc1ccc(C)cc1NC(=O)CSc1nnc(CC(=O)Nc2ccccc2C)n1C	-7.7	126	-4.9%	7.7	126	-6.2	72.5	78.7	-61.5%
COc1ccc(NS(=O)(=O)c2c(C)cc(C)cc2C)cc1	-1.3	168	-7.4%	1.3	168	-41.3	16.1	57.4	16.5%
CC(=O)Nc1ccc(NC(=O)C2CCN(c3c(Cc4ccccc4)c(C)nc4ncnn34)CC2)cc1	-6.9	117	.	6.9	117	-9.7	68.3	78.0	.
COc1ccccc1C(=O)n1nc(-c2ccccc2)nc1NCc1ccco1	-2.3	176	-6.5%	2.2	176	6.2	81.8	75.6	23.0%
COc1ccc(Cn2c(=O)sc3ccccc32)cc1	-8.1	163	-6.4%	8.1	163	0.8	89.2	88.4	7.7%
CCCC(C(=O)NC1CCCC1)N(Cc1cccs1)C(=O)c1snc(C(N)=O)c1N (stereo not drawn)	.	.	-1.7%	.	.	5.8	84.6	78.8	-2.2%
CCOC(=O)N1CCN(C(=O)c2cccc(-n3c(=S)[nH]c4cc(Cl)ccc4c3=O)c2)CC1	-44.1	127	-11.4%	?	.	12.2	95.0	82.8	-29.7%
COc1ccc(NC(=O)Nc2cc(C)ccc2OC(F)F)c(OC)c1	-10.8	178	0.1%	10.8	178	-0.2	75.3	75.5	5.0%
COc1ccc(NC(=O)CCC2COc3ccccc3O2)c(OC)c1 (stereo not drawn)	8.5	217	2.1%	-8.5	217	-5.4	91.5	96.8	28.7%
CC1(C)CC(=O)C(C=NCCCN2CCCC2=O)=C(O)C1	14.5	88	-0.7%	-14.5	88	3.9	98.9	95.1	11.6%

Later entries:
SMILES	NFkB transloc inh	NFkB transloc inh cell count 2 µM	Bcl-B TR3 displacers	IL1B NFkB pot	IL1B NFkB pot cell count 2 µM	MRP reversal	MRP reversal cytotoxicity	MRP reversal with doxorubicin	PLAP inhibition
CCCc1nnc(NC(=O)CCC(=O)O)s1	2.8	146	1.0%	-2.8	146	-14.4	88.1	102.6	-13.7%
CCOC(=O)N1CCN(Cc2nc(N)nc(Nc3ccc(OC)cc3)n2)CC1	-0.9	137	8.5%	0.9	137	-8.4	61.4	69.8	-4.3%
O=C(NCCCCc1ccccc1)C12CN(Cc3ccccc3)CC1C(c1ccc([N+](=O)[O-])cc1)=NO2 (stereo not drawn)	-3.7	183	-1.9%	3.7	183	.	.	.	-54.5%
Cc1cc(-c2ccccc2)n2nc(C)c(-c3ccccc3)c2n1	2.3	183	-1.6%	-2.3	183	.	.	.	8.8%
O=Cc1cccc(OC(=O)c2ccc(Cl)cc2Cl)c1	5.8	67	5.5%	-5.8	67	-5.4	73.6	79.0	17.3%
Cc1ccc(S(=O)(=O)c2nc(NCCCn3ccnc3)sc2Cl)cc1	-12.8	111	-9.3%	12.8	111	-8.0	86.4	94.3	-93.9%
CCOC(=O)C1CCN(S(=O)(=O)c2cccc(-c3cn4cccnc4n3)c2)CC1	4.8	97	-7.3%	-4.8	97	0.4	96.7	96.2	7.2%
CC(C)COCC1CC2(CC(C)(c3csc(N)n3)OC2=O)C(=O)O1 (stereo not drawn)	8.4	104	-11.8%	-8.4	104	.	.	.	-45.5%
O=C(c1ccco1)N1CCN(C2=NS(=O)(=O)c3ccccc32)CC1	-18.1	147	-5.1%	18.1	147	1.5	96.0	94.5	1.1%
C#CCOC(=O)CCC(=O)Nc1cc(OC)nc(OC)n1	-18.6	178	13.5%	18.6	178	-19.2	76.2	95.4	-12.3%
CSC1=C(C#N)C(c2ccc(C)s2)CC(=O)N1 (stereo not drawn)	7.9	111	-1.6%	-7.9	111	-2.0	102.4	104.4	32.6%
O=C(/C=C/Sc1ccccc1)c1ccc(Cl)cc1	-7.5	105	2.0%	7.5	105	-0.4	1.6	2.0	-5.1%
CC(=O)c1c(C)n([O-])c2cc(C)ccc2[n+]1=O	1.3	104	0.3%	-1.3	104	-9.2	87.6	96.8	5.4%
CCOc1ccc(-n2c(SCC(=O)NC(C)CC)nc3n[nH]c(C)c3c2=N)cc1 (stereo not drawn)	10.8	140	8.3%	-10.8	140	-2.0	85.1	87.1	-4.3%
O=C(COc1ccc(Cl)cc1Cl)Nc1nc2n(n1)C(c1ccccc1)CC(=O)N2 (stereo not drawn)	-11.1	164	-10.4%	11.1	164	7.9	86.7	78.8	-58.3%

Screens from PubChem.
